# Screens as filed in PubChem.
# MITF inh: MITF inhibitors, primary screen, biochemical, AlphaScreen, human; AlphaScreen MITF homodimerization, bead proximity signal; inhibition, % at 2.6 µM; 0.91% of 650,000 active; in the data active = inhibition above about 50%;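 note: 0% = vehicle wells with protein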
# FBW7 activator: FBW7 E3 ligase activators, primary screen, biochemical, AlphaScreen, human; AlphaScreen FBW7–phospho-cyclin E peptide binding, activator screen; 0.13% of 650,000 active; normalized activity (activation), % at 26.1 µM; in the data active = normalized activity above about 1.9%;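 note: purified mutant Fbw7 with reduced substrate affinity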
# Target sequence (Q969H0 whole entry, looked up): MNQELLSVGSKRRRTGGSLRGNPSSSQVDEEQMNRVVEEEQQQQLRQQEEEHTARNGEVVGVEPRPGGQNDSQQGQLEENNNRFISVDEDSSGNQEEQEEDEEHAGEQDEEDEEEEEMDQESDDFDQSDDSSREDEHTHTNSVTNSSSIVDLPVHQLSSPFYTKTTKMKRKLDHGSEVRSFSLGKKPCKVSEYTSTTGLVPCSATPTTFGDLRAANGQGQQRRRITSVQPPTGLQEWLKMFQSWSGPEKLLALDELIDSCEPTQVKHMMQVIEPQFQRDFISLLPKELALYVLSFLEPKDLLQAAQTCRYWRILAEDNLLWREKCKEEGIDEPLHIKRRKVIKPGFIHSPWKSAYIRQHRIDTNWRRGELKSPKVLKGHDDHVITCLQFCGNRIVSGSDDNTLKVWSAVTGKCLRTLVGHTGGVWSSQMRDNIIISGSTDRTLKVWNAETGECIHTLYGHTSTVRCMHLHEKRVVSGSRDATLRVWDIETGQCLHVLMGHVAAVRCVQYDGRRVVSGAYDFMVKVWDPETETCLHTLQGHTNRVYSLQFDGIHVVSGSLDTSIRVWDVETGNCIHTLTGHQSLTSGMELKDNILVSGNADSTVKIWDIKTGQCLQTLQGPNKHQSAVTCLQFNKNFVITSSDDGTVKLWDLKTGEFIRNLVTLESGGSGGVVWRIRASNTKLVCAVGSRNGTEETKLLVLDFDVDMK
# TEAD-YAP inh: TEAD-YAP interaction inhibition, primary screen, TEAD-YAP interaction inhibitor project, luminescence, HEK-TIYL cells | TEAD-Gal4/YAP UAS-luciferase luminescence | inhibition, % at 9.12 µM | 1.4% of 640,000 active | AID 1259422, 2018; in the data active = inhibition above about 32%;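 note: 0% = median of test compound wells and 100% = reference inhibitor wells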
# GPR151 activ: activators of human GPR151, primary screen, cell-based, PathHunter beta-arrestin, luminescence. G-protein coupled receptor 151 (Homo sapiens), Q8TDV0. PathHunter beta-arrestin GPR151 cells. activation, % at 11.2 µM. 1% of 650,000 active. AID 1508602, 2020; in the data active = activation above about 4.9%;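 note: 0% = median of compound wells and 100% = cells with positive control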
# * = called active by the depositor.
[1] CC1CC(C)CN(C(=O)Cn2ccc3ccccc3c2=O)C1 (stereo not given)
[2] COc1ccc(S(=O)(=O)N(C)CC(=O)NC2CCCCC2)cc1Cl
[3] C/C(CCc1oc2ccccc2c1-c1ccc(C)o1)=N\NC(N)=S
[4] COc1ccc(/C=C(/NC(=O)c2ccc(Br)cc2)C(=O)Nc2cccc(C(=O)O)c2)cc1
[5] Cc1nc(SCc2cccnc2)c2c(C)c(C)sc2n1
[6] O=C(NNC(=O)C12CC3CC(CC(C3)C1)C2)c1ccc(N2CCCC2=O)cc1
[7] CCCN(CCC)S(=O)(=O)c1cccc(-c2cn3ccc(C)cc3n2)c1
[8] Cc1ccccc1-n1c(=S)sc2c1nc(SCc1cccc(F)c1)n1c3ccccc3nc21

assay / compound	1	2	3	4	5	6	7	8
MITF inh	7	3	4	-2	3	0	10	23
FBW7 activator	-0.1	-0.1	-0.3	0.0	-0.1	0.0	0.3	0.2
TEAD-YAP inh	7	-9	17	-10	-5	8	-19	-10
GPR151 activ	-0.5	1.1	0.5	-0.5	-0.7	0.0	3.1	0.1

# Reformatted with two lines to a compound: six of the compounds above.
# Each structure is followed by: MITF inh, FBW7 activator, TEAD-YAP inh, GPR151 activ
7. CCCN(CCC)S(=O)(=O)c1cccc(-c2cn3ccc(C)cc3n2)c1
 : 10, 0.3, -19, 3.1
8. Cc1ccccc1-n1c(=S)sc2c1nc(SCc1cccc(F)c1)n1c3ccccc3nc21
 : 23, 0.2, -10, 0.1
5. Cc1nc(SCc2cccnc2)c2c(C)c(C)sc2n1
 : 3, -0.1, -5, -0.7
3. C/C(CCc1oc2ccccc2c1-c1ccc(C)o1)=N\NC(N)=S
 : 4, -0.3, 17, 0.5
1. CC1CC(C)CN(C(=O)Cn2ccc3ccccc3c2=O)C1 (stereo not given)
 : 7, -0.1, 7, -0.5
2. COc1ccc(S(=O)(=O)N(C)CC(=O)NC2CCCCC2)cc1Cl
 : 3, -0.1, -9, 1.1

# Following part:
[9] COC(=O)COc1cccc(NC(=O)c2ccc(Br)cc2)c1
[10] CC(Oc1ccc(C(C)(C)C)cc1)C(=O)NC1CC(C)(C)NC(C)(C)C1 (stereo not given)
[11] CCN(CC)CCCNC(=S)N1CCn2c(nc3ccccc32)C1
[12] CCn1cc(CN2CCC(Oc3cccc(C(=O)NCCc4ccccc4)c3)CC2)cn1
[13] CC1=C(C(=O)Nc2ccc(C)cn2)C(c2ccccc2Cl)C2=C(CCCC2=O)N1 (stereo not given)
[14] COc1cc(C#N)cc(I)c1OC(=O)c1ccc([N+](=O)[O-])cc1
[15] CC(=O)Nc1cccc(NC(=O)CSc2ncnc3c2nnn3-c2ccc(C)cc2)c1
[16] Cc1ccc(N2C(=O)c3ccccc3C2=O)cc1I

assay / compound	9	10	11	12	13	14	15	16
MITF inh	8	0	-13	7	3	15	14	-4
FBW7 activator	0.0	-0.1	-0.1	-0.1	0.1	0.3	0.0	-0.1
TEAD-YAP inh	13	-3	-4	4	-19	0	6	6
GPR151 activ	1.5	0.9	-0.2	1.1	0.3	-0.8	-1.0	1.1

# Continued (3 carried over from the part before).
[14] COc1cc(C#N)cc(I)c1OC(=O)c1ccc([N+](=O)[O-])cc1
[15] CC(=O)Nc1cccc(NC(=O)CSc2ncnc3c2nnn3-c2ccc(C)cc2)c1
[16] Cc1ccc(N2C(=O)c3ccccc3C2=O)cc1I
[17] COc1cccc(CCNC(=O)C2CCN(CC(=O)Nc3ccc(F)cc3)CC2)c1
[18] O=C(CCCn1c(SCC(=O)Nc2ccccc2C(F)(F)F)nc2ccccc2c1=O)NCC1CCCO1 (stereo not given)
[19] Cc1ccc(CSCCNS(=O)(=O)c2cccc([N+](=O)[O-])c2)cc1
[20] O=C(CN1c2cccc3cccc(c23)S1(=O)=O)Nc1ccccc1[N+](=O)[O-]
[21] COC(=O)c1ccc(C(=O)NCCc2c(C)[nH]c3ccc(OC(F)(F)F)cc23)cc1
[22] O=C(NCC(c1cccs1)S(=O)(=O)c1cccs1)C1CCCCC1 (stereo not given)
[23] CC(C)CCn1c(SCC(=O)Nc2ccccc2)nc2c1c(=O)[nH]c(=O)n2C
[24] COc1ccc(CNC(=O)c2cnn3c2NC(c2ccc4c(c2)OCO4)CC3C(F)(F)F)cc1 (stereo not given)

assay / compound	14	15	16	17	18	19	20	21	22	23	24
MITF inh	15	14	-4	-7	16	-12	9	8	3	5	68*
FBW7 activator	0.3	0.0	-0.1	0.0	0.1	-0.3	-0.2	-0.1	-0.1	0.5	0.1
TEAD-YAP inh	0	6	6	-7	14	-5	0	-2	3	-2	-21
GPR151 activ	-0.8	-1.0	1.1	-1.3	-0.6	-0.8	3.3	0.3	0.4	-0.2	0.8

[25] COc1ccc(Cl)cc1NC(=O)C(=O)N1CCCCC1
[26] COc1ccc(Cl)cc1Nc1ncnc2c1cnn2-c1ccc(C)cc1C
[27] CCNC(=O)c1sc(=S)n(-c2ccccc2)c1N
[28] COc1cc(NC(=O)COC(=O)c2ccc(O)cc2)cc(OC)c1
[29] N#C/C(=C/c1ccc(O)cc1)C(=O)Nc1ccc(Cl)cc1
[30] Cc1ccc([N+](=O)[O-])cc1S(=O)(=O)Nc1ccc(-c2cn3ccccc3n2)cc1
[31] C/C=N\NC(=O)CNC(=O)CNC(=O)c1ccc([N+](=O)[O-])cc1
[32] CC1CCCCN1C(=O)Cn1nnc2sc3c(c2c1=O)CCCC3 (stereo not given)

assay / compound	25	26	27	28	29	30	31	32
MITF inh	6	0	9	8	-3	4	13	14
FBW7 activator	0.7	0.0	0.0	0.4	0.0	0.1	0.1	0.1
TEAD-YAP inh	9	-7	7	6	-11	-2	6	5
GPR151 activ	-1.9	1.5	-0.2	0.9	1.1	-0.1	-0.2	0.4

[33] O=C(NC(=S)Nc1nc(-c2ccc(Cl)cc2)cs1)c1ccc(F)cc1
[34] COc1ccccc1C(c1nnnn1Cc1ccc(F)cc1)N1CCN(C)CC1 (stereo not given)
[35] COc1ccc(-n2c3c(cc(C(=O)NCCc4ccccc4)c2=O)C(=O)CC(C)(C)C3)cc1
[36] Cc1cncc2cccc(N3CCN(C(=O)C(N)c4cccc(Br)c4)CC3)c12 (stereo not given)
[37] O=C(Nc1ccc2cc(Br)ccc2c1)c1cnc2n(c1=O)CCS2
[38] C/C(=N\NC(=O)COc1cccc(C)c1)c1ccco1
[39] CCCCn1c(N)c(N(CC)C(=O)C(C)(C)Oc2ccc(Cl)cc2)c(=O)[nH]c1=O
[40] CCCCNC(=O)CSc1nc2c(sc(=S)n2CCN(CC)CC)c(=O)n1-c1ccccc1OC

assay / compound	33	34	35	36	37	38	39	40
MITF inh	15	21	-6	12	7	3	-17	12
FBW7 activator	-0.1	0.1	0.2	-0.5	0.3	0.1	0.6	0.1
TEAD-YAP inh	4	-10	-13	-9	-3	-2	9	0
GPR151 activ	-0.4	-1.0	1.3	0.7	1.4	-1.1	-0.3	3.0

[41] COc1ccc(/C=N/N2C(=O)C3C4C=CC(C4)C3C2=O)cc1[N+](=O)[O-] (stereo not given)
[42] Cc1nc2cnc(-c3ccc(O)cc3)cn2c1NC(=O)CC1CCOCC1
[43] Cc1cc(NC(=O)CSc2nc3ccsc3c(=O)n2CCCC(=O)NCCc2ccc(S(N)(=O)=O)cc2)n[nH]1
[44] CC(=O)N1CC(C)Sc2cc(S(=O)(=O)NCCc3ccc(Cl)cc3)ccc21 (stereo not given)
[45] Cc1ccc2c(CNCCC3=CCCCC3)c(C(=O)O)[nH]c2c1
[46] COc1ccc2c(ccc[n+]2CC(=O)c2ccccc2)c1
[47] CC(NC(=O)Cc1ccc(F)cc1)c1nc(-c2cccnc2)n[nH]1 (stereo not given)
[48] CCc1ccc(NC(=O)C(=O)NCC(C)c2ccccc2)cc1 (stereo not given)

assay / compound	41	42	43	44	45	46	47	48
MITF inh	-22	16	15	-18	12	12	-1	0
FBW7 activator	0.0	0.0	0.1	0.0	0.2	-0.2	0.9	0.0
TEAD-YAP inh	2	24	6	19	2	3	6	-3
GPR151 activ	1.2	12*	-0.7	1.0	1.1	0.3	-0.8	-0.5

[49] COc1ccc(OCC(O)CN2CCN(C(=O)c3ccccc3)CC2)cc1 (stereo not given)
[50] Cc1c(Br)c([N+](=O)[O-])nn1CC(=O)Nn1c(-c2ccc(F)cc2)nc2ccccc2c1=O
[51] Cc1ccc(NC(=O)c2ccc3c(=O)n(-c4ccc(F)cc4)c(=S)[nH]c3c2)cc1C
[52] O=C(CSc1nnnn1-c1ccc(Cl)cc1)Nc1nccs1
[53] C=CCNc1ccc(N2C(=O)CCC2=O)cc1[N+](=O)[O-]
[54] COc1ccc(C2/C(=C(\O)c3ccccc3)C(=O)C(=O)N2c2ccc(C)c(Cl)c2)cc1OC (stereo not given)
[55] CCCN1CC2=C(C1=O)C(c1ccc(O)c(OC)c1)NC(=O)N2 (stereo not given)
[56] Clc1ccc2c(c1)C1C=CCC1C(c1ccccc1Br)N2 (stereo not given)

assay / compound	49	50	51	52	53	54	55	56
MITF inh	3	19	18	-24	7	1	14	-1
FBW7 activator	0.1	1.0	0.0	-0.1	0.1	0.4	0.2	0.3
TEAD-YAP inh	-2	-6	0	-1	1	-7	1	1
GPR151 activ	-1.3	0.5	1.0	-0.4	-0.4	0.8	-0.9	1.2

[57] CCOc1ccc(NC(=O)CC2C(=O)N(c3cccc(OC)c3)C(=O)N2C(C)C)cc1 (stereo not given)
[58] CCn1cc(Br)c(C(=O)Nc2cccc(Cl)c2)n1
[59] Cc1ccc(C2CC(c3ccccc3C)n3nnnc3N2)cc1 (stereo not given)
[60] CCCOc1ccc(NC(=O)CC2C(=O)N(c3cccc(F)c3)C(=O)N2C2CC2)cc1 (stereo not given)
[61] O=C(Cc1ccc(Br)cc1)N1CCC(c2nc3ccncc3c(=O)[nH]2)C1 (stereo not given)
[62] COc1ccc2[nH]c(O)c(NC(C)=O)c2c1
[63] COc1ccc(N=Cc2cc3c(cc2[N+](=O)[O-])OCO3)cc1
[64] COc1cc(C(=O)NCCNc2ncnc3sc4c(c23)CCCC4)cc(OC)c1OC

assay / compound	57	58	59	60	61	62	63	64
MITF inh	-50	12	16	1	35	5	-20	-1
FBW7 activator	0.6	0.2	0.3	0.0	2.3*	0.0	-0.1	0.0
TEAD-YAP inh	-15	-12	12	7	2	-2	-6	3
GPR151 activ	-0.3	-2.0	-1.0	-0.2	-1.5	-0.2	0.8	0.6

[65] O=C(CN(c1ccc([N+](=O)[O-])cc1)S(=O)(=O)c1ccccc1)N1CCN(c2ccccc2)CC1
[66] Cc1ccc(NC(=O)c2sc3ncn(CC(=O)N4CCN(c5ccccn5)CC4)c(=O)c3c2C)c(Br)c1
[67] c1ccc(OCCNc2nc(NCc3cccnc3)nc3c2ncn3-c2ccsc2)cc1
[68] Cc1ccccc1Oc1cc(NC(=O)c2nn3c(C(F)(F)F)cc(-c4ccccc4)nc3c2Br)cc(Oc2ccccc2C)c1
[69] CC1OC(Nc2cc(C(=O)O)cc([N+](=O)[O-])c2)C(O)C(O)C1O (stereo not given)
[70] CCOC(=O)c1c(NC(=O)COc2ccc(I)cc2)sc(C)c1C
[71] CCOC(=O)C1=C(C(=O)OCC)SC(=C2C(=S)C(C)(C)N(C(=O)C(C)C)c3ccc(OC)cc32)S1
[72] CC(C)OCCCNC(=S)N1CCC(C(=O)c2ccc(F)cc2)CC1

assay / compound	65	66	67	68	69	70	71	72
MITF inh	-5	2	6	8	22	1	12	6
FBW7 activator	-0.1	0.1	0.1	-0.1	-0.4	0.0	-0.2	1.1
TEAD-YAP inh	-12	9	14	-3	-6	-2	3	-3
GPR151 activ	0.4	0.6	0.7	-1.1	-1.3	-1.2	-0.2	-1.1

[73] COc1cc(C#N)ccc1OCC(=O)Nc1ccc(C)cc1
[74] Cc1cnc(C(=O)OCc2csc(-c3ccccc3)n2)cn1
[75] Cc1nnc(SCC(=O)Nc2ccc(Cl)c(Cl)c2)n(N)c1=O
[76] CC(C)n1nnnc1C(c1ccccc1F)N1CCN(c2ccccc2F)CC1 (stereo not given)

assay / compound	73	74	75	76
MITF inh	13	0	-4	-16
FBW7 activator	0.1	-0.1	-0.1	0.1
TEAD-YAP inh	-2	-22	-1	0
GPR151 activ	-0.4	-2.1	-0.8	-0.2
